JNK3 inh: blocks human JNK3 kinase activity; P53779; purified JNK3 kinase activity, HTS; inhibition, % at 8 µM; 0.61% of 60,000 active; AID 746; in the data active = inhibition above about 17%;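 note: 0% = DMSO and 100% = reference inhibitor; many of its hits are not listed in these tables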
Target sequence (P53779 whole entry, looked up): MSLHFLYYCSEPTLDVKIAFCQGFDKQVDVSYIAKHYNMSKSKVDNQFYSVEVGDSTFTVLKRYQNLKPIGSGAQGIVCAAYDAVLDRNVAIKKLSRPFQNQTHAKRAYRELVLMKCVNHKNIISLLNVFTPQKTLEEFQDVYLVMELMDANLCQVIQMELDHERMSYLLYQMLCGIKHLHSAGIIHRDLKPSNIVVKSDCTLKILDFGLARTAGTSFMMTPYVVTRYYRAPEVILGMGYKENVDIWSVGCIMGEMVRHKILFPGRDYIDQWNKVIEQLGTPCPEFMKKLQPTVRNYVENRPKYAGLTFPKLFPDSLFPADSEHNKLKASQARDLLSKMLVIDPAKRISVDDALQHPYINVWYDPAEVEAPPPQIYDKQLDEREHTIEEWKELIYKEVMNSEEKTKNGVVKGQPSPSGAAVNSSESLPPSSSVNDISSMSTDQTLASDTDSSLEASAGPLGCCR
RORa activator: RORA (human) activation. 1.5% of 65,000 active. activation, % at 10 µM. CHO-K1 Gal4-RORA LBD luciferase reporter, luminescence; percent increase over mock-subtracted basal signal. P35398;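 active = activation above the mean of all tested compounds plus 3 SD, cut at about 49% in these data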;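 note: 0% = DMSO-treated RORA cells and 100% = added signal equal to DMSO minus mock-transfected cells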
Target sequence (P35398 whole entry, looked up, the tested form may be a part): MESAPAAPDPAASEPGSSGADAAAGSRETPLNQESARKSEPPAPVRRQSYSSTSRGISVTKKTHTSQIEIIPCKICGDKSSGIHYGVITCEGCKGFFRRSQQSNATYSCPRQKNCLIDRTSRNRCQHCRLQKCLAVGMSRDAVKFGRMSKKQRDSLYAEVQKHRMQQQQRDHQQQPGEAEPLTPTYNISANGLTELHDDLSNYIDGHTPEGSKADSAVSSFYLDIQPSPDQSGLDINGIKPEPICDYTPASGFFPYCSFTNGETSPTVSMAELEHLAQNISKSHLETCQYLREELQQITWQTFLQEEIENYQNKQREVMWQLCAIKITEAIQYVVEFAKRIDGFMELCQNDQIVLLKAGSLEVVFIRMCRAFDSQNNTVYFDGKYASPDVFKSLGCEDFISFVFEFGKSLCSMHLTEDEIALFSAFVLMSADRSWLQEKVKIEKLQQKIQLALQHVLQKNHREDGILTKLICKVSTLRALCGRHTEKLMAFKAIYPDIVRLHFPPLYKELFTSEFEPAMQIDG
AP ELISA ortho: alternative pathway complement inhibition, orthogonal assay; 0.08% of 62,000 active; Human serum alternative complement pathway, LPS-coated ELISA, C3 deposition; tested in compound mixtures; inhibition, % at 5 µM;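 active = inhibition above 30% in each of the two pooled mixtures holding the compound, so the lower value exceeds 30%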;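 note: 0% = serum in Mg-EGTA without compound and 100% = EDTA serum blank; some compounds past the cut are filed as inactive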
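Test system: human serum alternative complement pathway, C3 deposition on LPS-coated wells; also added: Plate-bound LPS; doses: 5 µM per compound in ten-compound mixtures; schedule: 1 h at 37 °C; detection: Anti-C3 ELISA, OD 450 nm; evaluation: percent inhibition of C3 deposition onto LPS; repeats: two pool placements per compound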
ROCK2 inh: blocks human Rho kinase 2 activity; AID 604; 0.35% of 60,000 active; inhibition, % at 6 µM; purified ROCK2, Kinase-Glo ATP depletion luminescence;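 active = inhibition above the screen-wide mean inhibition plus 3 SD, cut at about 18% in these data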;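 note: plate controls were DMSO wells for no effect and Y-27632 control wells after no-enzyme background subtraction for full effect; many of its hits are not listed in these tables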
E coli RNAP: Escherichia coli RNA polymerase inhibition; P0A8V2; E. coli RNA polymerase, fluorescence transcription assay; inhibition, %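 (tested at 10 µM)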; 0.2% of 62,000 active; in the data active = inhibition above about 20%;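 note: 0% = enzyme without compound and 100% = no enzyme blank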
CatB mix inh: human cathepsin B inhibition by mixtures; inhibition, %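 (ten-compound pools at 5 µM per compound and 50 µM total)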; 0.06% of 62,000 active; P07858; Purified cathepsin B, AMC dipeptide fluorescence, compound mixtures; in the data active = inhibition above about 22%, passing the limit was not always enough;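 note: 0% = enzyme without compound and 100% = no enzyme blank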
CatB inh: inhibitors of human cathepsin B; P07858; purified cathepsin B, fluorogenic substrate, fluorescence; inhibition, %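 (tested at 10 µM)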; 0.1% of 63,000 active; in the data active = inhibition above about 21%;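 note: 0% = enzyme with no compound and 100% = no enzyme blank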
CatS inh: inhibitors of human cathepsin S; recombinant cathepsin S, AMC dipeptide fluorescence, pooled mixtures; inhibition, %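 (tested at 5 µM per compound within 10-compound mixtures)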; 0.06% of 62,000 active; AID 501; in the data active = inhibition above about 32%, passing the limit was not always enough;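 note: 0% = enzyme without compound and 100% = blank without enzyme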
PKA kinase inh: blocks human protein kinase A activity; P17612; PKA Kemptide phosphorylation, Kinase-Glo ATP luminescence; inhibition, % at 6 µM; 0.1% of 65,000 active; AID 524;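 active = inhibition above the screen-wide mean inhibition plus 3 SD, cut at about 21% in these data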; note: many of its hits are not listed in these tables
Numbers without * were called inactive; . = not tested or not shown. The list is partial; rates above refer to the full screens.

SMILES | JNK3 inh | RORa activator | AP ELISA ortho | ROCK2 inh | E coli RNAP | CatB mix inh | CatB inh | CatS inh | PKA kinase inh
O=C(c1cccnc1)N1CCN(CCCc2ccccc2)CC1 | 3.4 | 1.6 | -7.8 | -5.4 | 3.9 | -1.5 | 1.2 | 14.2 | -9.0
CCC(c1nnnn1CS(=O)(=O)c1ccc(C)cc1)N1CCN(c2nc3ccccc3s2)CC1 (stereo not given) | -3.1 | 9.0 | 4.7 | 4.7 | 13.3 | 2.3 | 3.7 | 12.7 | 7.9
CCc1ccc2[nH]c(=O)c(CN(CCN(CC)CC)C(=O)NC3CCCCC3)cc2c1 | -1.8 | -3.6 | 10.3 | 9.8 | 8.7 | 1.8 | -2.1 | -4.7 | 12.3
CCOC(=O)Nc1ccc(S(=O)(=O)NCCCN2CCOCC2)cc1 | -1.8 | -16.1 | 16.4 | 7.6 | 7.0 | 2.6 | -1.2 | -1.7 | 7.2
CC1CCN(C(=O)Cn2c(=O)n(Cc3ccc4c(c3)OCO4)c(=O)c3ccccc32)CC1 | 7.1 | -4.8 | 9.6 | 0.9 | -0.3 | 2.0 | 0.9 | 0.4 | 6.2
Cc1ccsc1C(=O)OCC(=O)c1cc2ccccc2o1 | . | -5.1 | -1.0 | . | 8.7 | -5.0 | -0.3 | 0.9 | 2.0
C/C(N)=C(/C#N)C(=O)COC(=O)CCSc1ccccc1 | -2.7 | 0.3 | 14.0 | -3.5 | 5.2 | 3.2 | -2.1 | -4.7 | -2.9
COCCNC(=O)CSc1nc2c(n1-c1ccccc1)CCCC2 | -2.7 | 4.8 | 6.1 | -0.4 | 3.5 | -0.3 | 0.7 | -9.8 | 8.9
COc1cc(C(=O)Nc2nc(N)n(-c3ccccc3)n2)cc(OC)c1OC | 2.0 | 19.9 | . | -3.5 | . | . | . | . | 6.4
COCCOC(=O)CC1=NC(=O)CS1 | -2.9 | -10.7 | -4.2 | 7.7 | 0.1 | -0.8 | 1.8 | -1.2 | 5.0
CCN1CCN(Cc2c(C)[nH]c3ccc(C(=O)OC)cc3c2=O)CC1 | 5.5 | -1.9 | 4.9 | 6.0 | 11.9 | 6.0 | 4.6 | 2.5 | 7.8
COc1ccc(NC(=O)CN(c2ccc(C(C)C)cc2)S(=O)(=O)c2c(C)noc2C)cc1OC | -9.5 | 10.4 | 5.4 | 2.4 | -8.7 | 3.2 | -1.0 | 4.4 | -5.3
CCCOC(=O)c1cc2ccccc2oc1=O | -2.7 | -10.0 | 17.8 | 0.3 | 1.1 | 3.3 | 4.6 | -1.8 | 2.9
Cc1c(C(=O)N2CC(C)OC(C)C2)sc2nc(-c3ccc(F)cc3)cn12 (stereo not given) | 4.1 | -1.2 | -2.6 | 6.4 | 7.2 | -3.3 | -5.2 | 3.1 | 11.6
CCn1c(N2CCN(CC(=O)c3c[nH]c4ccccc34)CC2)nc2c1c(=O)[nH]c(=O)n2C | 2.2 | -13.4 | -7.7 | 0.9 | -5.9 | -0.6 | 1.2 | -3.4 | 0.3
N#Cc1c(N2CCOCC2)nc(N2CCCCC2)c2c1CCN(C1CCCCC1)C2 | 9.2 | 2.1 | 0.4 | -0.6 | 6.5 | -0.1 | 1.2 | -6.9 | 4.0
Cn1nnnc1SCC(=O)N1CCN(C(c2ccccc2)c2ccccc2)CC1 | . | 0.9 | 0.0 | . | 5.3 | 6.7 | 8.3 | 8.4 | -0.4
CCc1c(C)sc(NC(=O)OC)c1C(=O)N1CCCCC1 | -3.1 | -11.9 | 7.9 | -0.7 | 6.2 | 4.3 | 0.6 | 5.7 | -0.1
O=S(=O)(c1ccc2c(c1)C(=NO)c1cc(S(=O)(=O)N3CCCCC3)ccc1-2)N1CCCCC1 | 1.8 | -65.8 | -10.4 | 2.4 | 1.8 | 3.2 | 1.1 | 11.4 | -0.1
Cn1c(=O)[nH]c(=O)c2c1nc(CN1CCN(Cc3ccccc3)CC1)n2CC(N)=O | -3.9 | -10.4 | 16.3 | 3.9 | -3.4 | 1.9 | 3.5 | -7.1 | 4.6
Cc1csc(NC(=O)CSc2nnc(-c3ccco3)n2C)n1 | 3.9 | -0.9 | 12.7 | -2.3 | 6.6 | -6.7 | 1.0 | -8.8 | -4.0
Cc1ccc(-c2csc(NC(=O)CSc3ncn(-c4ccccc4)n3)n2)cc1 | -0.6 | 19.1 | 12.9 | -0.6 | 6.8 | 3.0 | 3.3 | 0.6 | -1.7
CCOC(=O)Nc1ccc(NC(=O)c2c(OC)cccc2OC)cc1 | -0.8 | 1.6 | 10.0 | 8.9 | -0.5 | -1.1 | 3.9 | -8.1 | 8.1
COc1ccc(-n2nc3c(c2NC(=O)C24CC5CC(CC(C5)C2)C4)CS(=O)C3)cc1 (stereo not given) | -9.6 | 5.3 | 10.3 | -2.9 | 1.8 | -1.3 | 0.0 | -1.9 | 1.6
O=S1(=O)N=C(N2CCN(Cc3ccccc3)CC2)c2ccccc21 | 2.0 | 1.5 | 1.3 | 5.0 | 9.6 | -3.1 | -0.5 | 5.9 | 8.0
COC(=O)c1nc(-c2ccccc2)n[nH]1 | . | -5.2 | -8.2 | . | 6.4 | 3.8 | 7.2 | 12.9 | 3.7
Cn1cc(S(=O)(=O)N2CCN(Cc3ccccc3)CC2)c(=O)n(C)c1=O | 1.5 | 5.1 | 25.2 | -0.5 | 4.9 | 4.2 | -1.0 | 1.3 | 8.1
CCCOc1ccc(N2C(=O)CC(NCc3ccncc3)C2=O)cc1 (stereo not given) | -11.2 | -1.8 | 5.2 | -6.5 | 7.9 | 5.5 | -1.4 | 3.8 | -4.3
O=C(N1CCOCC1)N1CCN(c2ccccc2F)CC1 | 2.4 | 9.6 | 12.1 | -6.7 | 3.4 | 2.2 | -4.3 | 5.4 | -5.3
CCCCn1c(=O)[nH]c(=O)c2c1nc(CN1C(=O)c3ccccc3S1(=O)=O)n2CCC | -1.2 | -1.4 | 2.2 | 4.4 | 3.4 | 0.9 | 4.7 | -4.8 | 12.0
O=C(Nc1nc2ccccc2n1CCOc1ccc(Cl)cc1)c1ccco1 | 1.8 | -15.2 | 11.1 | 1.2 | 1.2 | 3.1 | 0.3 | 0.4 | 5.3
CCCCC(SCC(=O)Nc1ccccc1)C(=O)O (stereo not given) | -1.1 | -4.6 | -1.3 | -2.1 | 2.3 | 2.0 | -2.0 | -0.4 | 2.6
CN(C)S(=O)(=O)N1CCN(CC(O)COc2ccc3cc(Br)ccc3c2)CC1 (stereo not given) | 3.6 | -7.8 | 7.8 | 5.9 | 9.3 | 6.4 | -1.5 | 6.0 | -0.1
CC(=O)N1CCc2c(sc(NC(=O)C3CC3)c2-c2nc3ccccc3s2)C1 | -4.1 | -4.9 | 8.9 | 1.7 | 6.0 | 3.4 | 2.9 | -0.9 | 5.0
Oc1ccc(Cl)cc1-c1cc(-c2ccccc2)n[nH]1 | 1.7 | 12.1 | -6.1 | -2.0 | 3.1 | 2.7 | 1.3 | -2.3 | 3.9
CC1CCCCC1NC(=O)C1CCN(S(=O)(=O)N2CCCCCC2)CC1 (stereo not given) | -0.8 | 2.2 | 20.4 | 4.3 | 6.8 | 0.9 | 5.5 | -2.1 | 8.7
COc1ccc(CCNC(=O)COC(=O)c2ccco2)cc1OC | -5.9 | 14.7 | -21.0 | -0.1 | 5.9 | 3.2 | 6.7 | 10.0 | -1.2
O=C(O)CCC(=O)Nc1ccc(S(=O)(=O)N2CCCC2)cc1 | 0.5 | -17.2 | 8.1 | 2.7 | 1.1 | -0.1 | 3.4 | -3.3 | 15.7
Cc1ccc2nc(NC(=O)C3CCCN(S(=O)(=O)c4cccc5nonc45)C3)sc2c1 (stereo not given) | . | 10.9 | 6.3 | . | -3.6 | -1.6 | -1.0 | -0.5 | 4.5
CCOc1ccc(NC(=O)CSC(N)=O)cc1 | 4.8 | 0.2 | 5.0 | 14.3 | -0.4 | 2.6 | 6.2 | 5.7 | 5.3
Cc1ccc(-c2nc(Nc3ccccc3)n[nH]2)cc1 | -1.6 | 63.1* | -15.1 | 3.6 | -4.7 | 0.9 | 1.9 | -1.4 | 7.3
O=C(CSc1nc2ccccc2o1)Nc1nc2ccccc2s1 | 3.4 | 2.9 | 32.9 | 3.7 | 10.3 | 2.3 | 0.1 | -1.8 | 7.5
COc1cc(OC)c(Nc2cc(C)nc3nc(C)nn23)cc1Cl | 4.0 | -13.8 | 23.0 | 1.4 | 6.4 | 4.5 | 0.2 | -2.5 | 5.4
CSc1nnc(-c2ccccc2)n1C | -7.9 | 9.4 | 2.5 | -1.8 | 10.0 | 2.2 | -2.6 | 1.5 | 9.3
CN1C(=O)C(O)(C2COC(C)(C)CC2=O)c2ccccc21 (stereo not given) | -8.9 | -0.2 | 16.6 | -4.0 | -10.8 | -1.4 | -0.5 | -6.4 | -8.2
COCCn1c(SCC(=O)NC(=O)NCc2ccccc2)nc2ccccc21 | 0.8 | -11.8 | -2.3 | 1.1 | 1.6 | 2.8 | 8.1 | 4.8 | 7.3
Cc1cc(Nc2cccc(C(F)(F)F)c2)n2nc(C)nc2n1 | -9.2 | 2.5 | 9.7 | -0.5 | 8.1 | 3.8 | 3.5 | 8.3 | -2.5
COc1ccc(NS(=O)(=O)c2cc(C)ccc2NC(=O)c2cc(C)oc2C)cc1 | 4.2 | -16.0 | 17.0 | -0.3 | -2.6 | -1.8 | 0.8 | 9.7 | -2.6
Cn1c(SCC(=O)N2CCCc3ccccc32)nnc1-c1ccco1 | 2.5 | -6.5 | -21.6 | 4.1 | -5.6 | 0.5 | 0.8 | 4.7 | 2.0
Cc1nn(-c2ccccc2)c2sc(C(=O)N3CCOCC3)cc12 | 2.6 | 57.8* | 5.7 | -2.4 | 1.4 | -1.7 | . | -0.6 | -4.2

Additional records follow.
SMILES | JNK3 inh | RORa activator | AP ELISA ortho | ROCK2 inh | E coli RNAP | CatB mix inh | CatB inh | CatS inh | PKA kinase inh
CC1CCCCN1C(=O)Cc1ccc(F)cc1 (stereo not given) | . | -7.0 | 8.1 | . | 7.6 | 0.7 | 2.2 | -15.1 | -2.8
Cn1c(=O)oc2cc(S(=O)(=O)NCCN3CCN(c4ccccc4F)CC3)ccc21 | -2.1 | 18.4 | 1.4 | 3.0 | 7.0 | -0.2 | -1.3 | 4.0 | 8.3
CCCCOc1ccccc1C1NC(=O)NC(C)=C1C(=O)OCCOCC (stereo not given) | 3.3 | -30.1 | 9.2 | 4.8 | 9.7 | 6.5 | 2.8 | 4.3 | 4.4
COc1ccc(CCNC(=O)C2CCN(S(=O)(=O)N3CCCCC3)CC2)cc1OC | 0.9 | -6.8 | 4.1 | 5.1 | 6.6 | 6.7 | 0.8 | -0.6 | 6.1
O=C(Nc1cccnc1)c1ccc(Cl)c(S(=O)(=O)N2CCCCCC2)c1 | 0.5 | -16.5 | -5.0 | 5.3 | 4.8 | 3.9 | 9.3 | 6.5 | 6.7
C=CCn1c(=O)c2c3c(sc2n2c(Nc4ccc(OC)cc4)nnc12)CCCC3 | -12.9 | 7.3 | 24.2 | 6.2 | 2.9 | -0.6 | 2.6 | 6.3 | 7.5

3 of the compounds above, with each value named:
structure: Cn1c(SCC(=O)N2CCCc3ccccc32)nnc1-c1ccco1
  JNK3 inh = 2.5
  RORa activator = -6.5
  AP ELISA ortho = -21.6
  ROCK2 inh = 4.1
  E coli RNAP = -5.6
  CatB mix inh = 0.5
  CatB inh = 0.8
  CatS inh = 4.7
  PKA kinase inh = 2.0
structure: Cc1nn(-c2ccccc2)c2sc(C(=O)N3CCOCC3)cc12
  JNK3 inh = 2.6
  RORa activator = 57.8*
  AP ELISA ortho = 5.7
  ROCK2 inh = -2.4
  E coli RNAP = 1.4
  CatB mix inh = -1.7
  CatB inh = .
  CatS inh = -0.6
  PKA kinase inh = -4.2
structure: CC1CCCCN1C(=O)Cc1ccc(F)cc1 (stereo not given)
  JNK3 inh = .
  RORa activator = -7.0
  AP ELISA ortho = 8.1
  ROCK2 inh = .
  E coli RNAP = 7.6
  CatB mix inh = 0.7
  CatB inh = 2.2
  CatS inh = -15.1
  PKA kinase inh = -2.8

Screens deposited in PubChem BioAssay by several laboratories.
